Screens (PubChem)
APJ antagonist: blocks the human apelin receptor APJ | P35414 | CHO-K1 APJ beta-arrestin complementation, luminescence | inhibition, % at 20 µM | hit rate 0.32% among 330,000 | AID 2521;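 active = inhibition above about 40% at 20 µM, limit read from the data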;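 also: cells challenged with 10 nM apelin-13 agonist together with compound; plate controls were apelin-13 plus DMSO wells for no effect and DMSO wells lacking apelin-13 for full effect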
Target sequence (P35414 whole entry, looked up): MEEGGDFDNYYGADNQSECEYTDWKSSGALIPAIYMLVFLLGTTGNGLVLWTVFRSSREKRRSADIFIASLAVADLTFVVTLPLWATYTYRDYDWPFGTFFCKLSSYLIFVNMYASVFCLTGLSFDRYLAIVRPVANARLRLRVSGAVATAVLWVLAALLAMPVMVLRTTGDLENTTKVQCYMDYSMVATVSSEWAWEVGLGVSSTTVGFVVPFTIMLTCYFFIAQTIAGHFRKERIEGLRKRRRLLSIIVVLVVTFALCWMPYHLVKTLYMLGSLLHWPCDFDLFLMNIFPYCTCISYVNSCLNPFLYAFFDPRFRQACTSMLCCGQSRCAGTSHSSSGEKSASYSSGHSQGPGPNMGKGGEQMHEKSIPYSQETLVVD
Gli-Sufu antag: antagonists of Gli-Sufu signaling. hit rate 0.74% among 340,000. AID 588413. Sufu-KO-LIGHT fibroblasts, Gli luciferase reporter luminescence. inhibition, % at 5 µM;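 active = inhibition above about 55%, limit read from the data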;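 also: 0% = DMSO-treated cells and 100% = wells with medium but no cells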
CCR6 antagonist: blocks CCL20-driven beta-arrestin recruitment at human CCR6; P51684; CHO-K1 CCR6 PathHunter beta-arrestin, luminescence, CCL20-stimulated; inhibition, % at 20 µM; hit rate 0.49% among 340,000; AID 493098;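 active = compounds whose inhibition of the agonist-driven luminescence signal at 20 µM reaches about 50%, limit read from the data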;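 also: cells stimulated with CCL20 at 14 nM final; plate controls were DMSO with CCL20 for no effect and DMSO without agonist for full effect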
EBI2 block: antagonists of human EBI2 receptor | P32249 | EBI2 beta-arrestin recruitment, luminescence, 7a,25-OHC stimulated | inhibition, % at 5 µM | hit rate 0.81% among 360,000 | AID 651636; in the data active = inhibition above about 38%;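 also: enzyme fragment complementation signal reports receptor beta-arrestin coupling in cells; 0% = agonist plus DMSO wells and 100% = wells without agonist; some results beyond the cut were filed as inactive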
CXCR6 block: CXCR6 (human) receptor inhibition; O00574; hit rate 0.36% among 360,000; CHO-K1 PathHunter CXCR6 beta-arrestin, luminescence; inhibition, % at 20 µM; AID 602244; in the data active = inhibition above about 34%, passing the limit was not always enough;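 also: antagonist mode with CXCL16 agonist at 10 nM final; 0% = 10 nM CXCL16 with DMSO and 100% = unstimulated wells without agonist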
ATG4B inh: inhibitors of human ATG4B cysteine protease; Q9Y4P1; ATG4B cleavage of LC3-PLA2, NBD-HPC fluorescence, 1 h; inhibition, % at 8.33 µM; hit rate 0.51% among 340,000; AID 504462; in the data active = inhibition above about 40%
Target sequence (Q9Y4P1 whole entry, looked up): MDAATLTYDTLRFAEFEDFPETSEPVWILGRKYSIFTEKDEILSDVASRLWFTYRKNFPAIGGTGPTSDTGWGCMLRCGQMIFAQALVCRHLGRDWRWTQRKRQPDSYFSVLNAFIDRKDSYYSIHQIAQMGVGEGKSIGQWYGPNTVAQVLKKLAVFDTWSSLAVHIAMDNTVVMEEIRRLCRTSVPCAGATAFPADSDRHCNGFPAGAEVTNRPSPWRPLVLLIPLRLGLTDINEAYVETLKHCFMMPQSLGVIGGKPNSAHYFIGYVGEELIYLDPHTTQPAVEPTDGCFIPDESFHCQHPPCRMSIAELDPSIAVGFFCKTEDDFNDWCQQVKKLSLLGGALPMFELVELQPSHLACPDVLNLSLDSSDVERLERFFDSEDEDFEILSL
APJ agonist: activates the human apelin receptor APJ | P35414 | CHO-K1 APJ PathHunter beta-arrestin, luminescence; 0% DMSO wells, 100% apelin | activation, % at 20 µM | hit rate 0.11% among 330,000;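 active = activation more than six SD over the plate average, tested at 20 µM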;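 also: 0% = DMSO alone and 100% = apelin-13 at 10 nM; some results filed as inactive read as strong as hits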
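Assay system: CHO-K1 APJ beta-arrestin complementation cell line / Compound: single test compound dose, 20 µM final, 1% DMSO / Times: overnight seeding, 90 min compound at 25 °C, 1 h detection / Technique: beta-gal luminescence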
UBC13 inh: inhibitors of human UBC13 polyubiquitin chain formation; P61088; TR-FRET; inhibition, % at 20 µM; hit rate 0.47% among 330,000; AID 485273; in the data active = inhibition above about 45%, passing the limit was not always enough
Target sequence (P61088 whole entry, looked up): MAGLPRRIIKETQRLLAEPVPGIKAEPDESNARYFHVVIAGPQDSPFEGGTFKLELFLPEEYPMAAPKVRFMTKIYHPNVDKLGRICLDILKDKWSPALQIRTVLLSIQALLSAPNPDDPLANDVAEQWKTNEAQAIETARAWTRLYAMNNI
* = called active by the depositor; x = not tested or not shown; & = joins results of further samples.

SMILES,APJ antagonist,Gli-Sufu antag,CCR6 antagonist,EBI2 block,CXCR6 block,ATG4B inh,APJ agonist,UBC13 inh
O=C(Nc1nc2c(s1)CCCC2)c1ccc(S(=O)(=O)N2CCCc3ccccc32)cc1,-17,2,12,17,6,25,-3,-10
C=CCn1c(-c2csc(-c3ccc(OC)c(OC)c3)n2)n[nH]c1=S,-5,0,10,3,-4,1,3,-4
CS(=O)(=O)N1CCN(C(=O)NC23CC4CC(CC(C4)C2)C3)CC1,15,0,5,-10,-4,0,-2,-2
Cc1cc(C)c(C#N)c(SCc2ccccc2F)n1,-11,5,11,8,-4,-1,-2,6
CCC(Oc1ccccc1)C(=O)Nc1ccccc1C(=O)N1CCCCC1 (configuration not stated),-5,-2,16,6,-4,3,5,8
CCOc1ccccc1Cn1c(=O)oc2ccc(C)cc21,17,2,-4,22,-7,10,-2,-4
CCOC(=O)c1csc(-c2snnc2C)n1,-13,42,8,0,-12,-2,4,-6
CCN(CC)c1ccc(N=C2C=CC(=O)C=C2NC(C)=O)cc1,x,-13,36,-11,22,-18,x,x
CC(C)(C)OC(=O)NCC(=O)N1CCC(C(=O)O)CC1,-30,0,6,7,-9,-6,2,-15
CS(=O)(=O)N1CCN(S(=O)(=O)c2ccccc2[N+](=O)[O-])CC1,15,1,9,2,-2,-2,0,-4
CC(Oc1ccccc1F)C(=O)NNC(=O)CCNC(=O)c1ccco1 (configuration not stated),0,-11,-2,-6,-7,4,0,-6
CC(=O)Oc1ccc2oc(=O)c3c(c2c1)CCCN3C(=O)CN1CCOCC1,17,-5,-2,-13,-6,1,-2,-7
O=[N+]([O-])c1ccc(S(=O)(=O)N2CCN(c3ccc(N4CCOCC4)nn3)CC2)cc1,-2,55,-16,-14,-6,0,12,-1
CC1CC(C)CN(C(=O)c2ccc(NC(=O)c3ccc(=O)[nH]c3)cc2)C1 (configuration not stated),14,9,3,-3,-1,4,-1,6
Cc1c(CC(=O)NCCCC(=O)O)c(=O)oc2cc3occ(-c4ccccc4)c3cc12,-17,-12,11,-9,2,3,-3,0
CN(C(=O)COc1ccc(Br)cc1Cl)C1CCCCC1,-2,-12,13,8,-3,-5,0,-13
Cc1cnc(C(=O)OCC(=O)N(Cc2ccccc2)C(C)C)cn1,-2,-3,9,-5,4,-3,-2,0
Cc1ccc(Nc2c([N+](=O)[O-])ccc3nonc23)c(C)c1,1,4,4,-7,-13,2,1,-38
NS(=O)(=O)c1cccc(NC(=O)c2cncc(Br)c2)c1,-3,2,5,-9,1,-11,-3,-3
CC(C)N(C)S(=O)(=O)c1ccc(NC(=O)CSC(=S)N2CCCC2)cc1,-20,-7,6,4,7,-2,-4,-4

SMILES,APJ antagonist,Gli-Sufu antag,CCR6 antagonist,EBI2 block,CXCR6 block,ATG4B inh,APJ agonist,UBC13 inh
CCn1c(CC(=O)Nc2ccc(F)cc2)nnc1SCC(=O)N1CCOCC1,2,11,4,-10,-4,-4,-1,7
COc1cc(N=c2c([N+](=O)[O-])nn(-c3ccc4c(c3)OCCO4)n2O)cc(OC)c1,-67,-1,2,7,6,-20,6,-11
CC1CCCN(CCCCOc2cccc(Br)c2)C1 (configuration not stated),-18,1,10,6,-6,3,-2,-7
O=C(NNC(=O)c1cc2cc(OC(F)(F)F)ccc2[nH]1)c1cccc(C(F)(F)F)c1,-11,2,4,4,-2,-6,-4,-2
COc1ccc(-c2c(C#N)c(N)nc3sc(C(=O)c4ccc(C)cc4)c(N)c23)cc1,8,21,17,34,3,11,-3,34
CC12CCC(c3c(C(=O)O)nn(-c4ccc(F)cc4)c31)C2(C)C (configuration not stated),4,-5,4,-3,-6,-5,-2,-7
Cc1ccn2cc(CCNS(=O)(=O)c3ccc4c(c3)CCCC4)nc2c1,10,-1,13,-4,2,-6,-7,7
Cc1cccc(/C=N\Nc2nnc(-c3ccccc3)c(=O)[nH]2)c1,-10,-10,13,-10,-18,-11,-2,-6
COc1ccc(Cc2nc3ccccc3n2C)cc1,-32,-4,10,-2,-2,-8,-2,-4
COc1ccc(N/C=C2\CCc3ccccc3C2=O)cc1,-15,-84,1,14,3,13,-1,-67
O=[N+]([O-])c1cccc(C=NN=Cc2ccccc2O)c1,x,-1,9,-1,0,2,x,x
CCN(c1ccccc1)S(=O)(=O)c1ccc(NC(=O)c2nc(S(C)(=O)=O)ncc2Cl)cc1,20,18,96*,9,81*,5,9,-12
COc1cccc(NC(=O)N2CCCC2C(=O)NC(C)C)c1 (configuration not stated),-10,6,12,2,-1,-5,3,6
O=C(CNC(=S)N(Cc1ccccc1)Cc1ccccc1F)NCCc1ccc(Cl)cc1,-8,-8,13,41,10,-6,2,-13
O=C(NCc1ccco1)c1cc(-c2ccncc2)nc2ccccc12,-12,10,1,2,-2,-6,0,-5
Cc1cc(Nc2cccc(Cl)n2)n(-c2ccccc2)n1,1,5,14,3,13,3,2,-1
O=C(CSc1nnc(CNC(=O)c2ccccc2)o1)Nc1ccc2c(c1)OCO2,-2,4,0,7,-5,4,10,0
CCc1ccc(-n2c(SCC(=O)Nc3cccc(S(=O)(=O)NC4=NCCCCC4)c3)nc3ccccc3c2=O)cc1,0,3,17,10,6,15,-5,6
Oc1c(C=C2N=c3ccccc3=N2)sc(=S)n1C1CCCCC1,-31&2,6&3,7&-4,-8&-5,-5&3,2&-8,0&1,-22&-10
CCS(=O)(=O)N1CCCC(C(=O)NCCCOC)C1 (configuration not stated),5,3,-3,-4,-1,-8,-2,12

Single records (already shown). Order of screens: APJ antagonist	Gli-Sufu antag	CCR6 antagonist	EBI2 block	CXCR6 block	ATG4B inh	APJ agonist	UBC13 inh
Results for CC1CCCN(CCCCOc2cccc(Br)c2)C1 (configuration not stated) : -18	1	10	6	-6	3	-2	-7
Results for Oc1c(C=C2N=c3ccccc3=N2)sc(=S)n1C1CCCCC1 : -31&2	6&3	7&-4	-8&-5	-5&3	2&-8	0&1	-22&-10
Results for Cc1ccn2cc(CCNS(=O)(=O)c3ccc4c(c3)CCCC4)nc2c1 : 10	-1	13	-4	2	-6	-7	7
Results for CCc1ccc(-n2c(SCC(=O)Nc3cccc(S(=O)(=O)NC4=NCCCCC4)c3)nc3ccccc3c2=O)cc1 : 0	3	17	10	6	15	-5	6

The list continues.
SMILES,APJ antagonist,Gli-Sufu antag,CCR6 antagonist,EBI2 block,CXCR6 block,ATG4B inh,APJ agonist,UBC13 inh
CCOCCN1CCN(c2c3c(nc4cc(-c5ccc(F)cc5)nn24)CCC3)CC1,x,7,7,15,-7,-2,x,x
O=C(COc1cccnc1[N+](=O)[O-])Nc1cc(Cl)ccc1Cl,-7,-33,10,1,-7,-4,-4,-6
COc1cccc(-c2c(C#N)c(N)nc3c2c(C)nn3-c2ccccc2)c1O,9,17,27,-1,13,-5,-3,5
S=C(NCc1ccc2c(c1)OCO2)NC1CCN(Cc2ccccc2)CC1,2,22,2,0,3,-1,1,0
Cc1nn(Cc2ccc(Cl)cc2)c(C)c1NC(=O)CCCn1nc([N+](=O)[O-])c(Cl)c1C,11,x,3,-1,5,35,-3,-1
COc1ccccc1C1C2CCCCC2(O)CCN1CC(=O)Nc1ccccc1 (configuration not stated),-5,8,3,-2,1,-11,-3,-12
CC(=O)Nc1ccc2c(c1)nc(CCNC(=O)c1ccco1)n2C,-1,1,6,-9,1,-3,-3,6
CN(C)c1ccc(S(=O)(=O)NCC(=O)OCC(=O)c2ccc[nH]2)cc1[N+](=O)[O-],9,5,9,-7,6,-27,-4,-24
COc1ccc(-n2nc(C(=O)Nc3cc(OC)c(OC)c(OC)c3)c3ccccc3c2=O)c(OC)c1,-2,7,0,11,2,-4,1,21
COc1ccccc1N1C(=O)C2C3C=CC(C3)C2(C)C1=O (configuration not stated),7,0,5,-3,6,1,-1,7
O=C(NC1CCCC1)c1ccc2c(c1)N(Cc1ccccc1)CCS2,-1,-8,21,7,11,9,-1,38
O=S(=O)(c1cc(Cl)ccc1Cl)N1CCN(Cc2ccc3c(c2)OCO3)CC1,0,0,3,0,2,-1,-3,10
Cc1ccnc(NC(=O)c2cc3cc(F)ccc3s2)c1,3,-134,7,11,-3,-5,-3,3
CN(C)c1ccc(NC(=O)CN2C(=O)c3ccccc3C2=O)cc1,-45,-7,-3,-6,-2,0,0,-12
C=C1C(=O)C=C2CN(C(=O)c3ccccc3)[C@@](Cc3ccc(F)cc3)(C(=O)OC)[C@@H]12,37,62*,100*,76*,88*,2,-10,-25
CC(C)(C)N1C(=O)[C@H]2[C@@H](c3ccc(Br)cc3)N3C(=O)N(c4cccc(Cl)c4)C(=O)[C@@]3(Cc3ccccc3)[C@H]2C1=O,-4,-5,3,4,7,-4,8,-8
Cc1nc(C(=O)O)nn1-c1cc(Cl)ccc1Cl,-3,14,0,-5,2,-5,-3,1
Cc1nc2ncnn2c(Nc2ccc3c(c2)OCO3)c1Cc1ccccc1,17,11,2,1,-2,-7,-5,-3
c1ccc(CN2CCC3(CC2)Nc2ccccc2S3)cc1,7,-4,3,-6,-10,-3,-2,6
Cc1cc(C(=O)COC(=O)c2cccn2C)c(C)n1Cc1ccco1,12,-76,23,1,1,-10,-3,4

SMILES,APJ antagonist,Gli-Sufu antag,CCR6 antagonist,EBI2 block,CXCR6 block,ATG4B inh,APJ agonist,UBC13 inh
CC1(C)CC(=O)C(N=Nc2cc(Cl)c(Cl)c(Cl)c2)=C(O)C1,22,5,21,13,3,-5,2,-7
O=C(/C=C/c1ccccc1[N+](=O)[O-])Nc1cc(S(=O)(=O)N2CCOCC2)ccc1N1CCOCC1,x,4,8,2,3,-2,x,x
CCNC(=O)CC1SC(=Nc2ccc(C)cc2)N(CC)C1=O (configuration not stated),-5,0,-4,1,-4,-4,0,-9
CC(NC(=O)CCC(=O)N1CCN(S(=O)(=O)c2ccc(Cl)cc2)CC1)c1ccccc1 (configuration not stated),7,8,-9,-6,17,-19,0,6
COc1cccc(-c2nc(NCc3cccnc3)c3ccccc3n2)c1O,5,16,26,8,6,-3,-1,-9
O=C(C1CCCN(Cc2ccc3c(c2)OCO3)C1)N1CCCC1 (configuration not stated),-1,12,5,-1,-6,-2,1,-2
O=C(Nc1cc(C(=O)N2CCN(c3ccccc3)CC2)ccc1Cl)c1cccs1,-4,-4,19,-8,-8,-1,-2,3
CCC(C)C(NC(=O)c1ccccc1NC(=O)c1ccco1)C(=O)NNC(=O)c1ccc(OC)cc1 (configuration not stated),19,-15,12,-4,-1,-7,-1,-8
CCCN1C(=O)c2cc(C(=O)Nc3ccccc3OC)ccc2C1Nc1ccccc1OC (configuration not stated),-21,29,3,-5,-5,0,0,-1
CC1CN(c2nc3ccccn3c(=O)c2/C=C(\C#N)C(=O)N2CCOCC2)CC(C)O1 (configuration not stated),10,2,5,-10,-2,-3,2,-7
COc1cc(NC(=O)C2=CC(c3cccs3)=NS(=O)(=O)N2C)cc(OC)c1OC,-52,-4,-16,-3,-7,-9,-4,0
O=C(NNC(=O)c1cccc(S(=O)(=O)N2CCc3ccccc32)c1)c1ccccc1,x,48,19,4,6,-3,x,x
COc1ccc(NC(=O)c2ccc3c(=O)n(-c4ccc(OC)cc4OC)c(=S)[nH]c3c2)cc1,-6,-1,17,-2,5,-12,-2,-20
COc1ccc2c(N)c(C(=O)NN)[nH]c2c1,8,2,15,-6,2,-7,-4,4
CC(C1=C(CCN(C)C)Cc2ccccc21)c1ccccn1 (configuration not stated),x,21,-2,-5,-6,-5,x,x
CCOC(=O)C1=C(O)/C(=C/c2ccc(OCC(=O)O)c(OCC)c2)SC1=Nc1ccc(OC)cc1,13,-39,12,-6,-2,1,-4,-19
O=c1[nH]c(-c2ccccc2)nn1-c1ccc(Br)cc1Br,9,-7,10,-3,-2,0,1,-4
CC(C)CSC1=NSC2=NC(=O)/C(=C\c3coc4ccccc4c3=O)C(=N)N12,-18,-18,0,14,-18,50*,-1,-28
O=C(CN(Cc1ccco1)C(=O)c1ccccc1)Nc1ccc(Cl)c(Cl)c1,-2,2,10,-18,8,-9,-3,5
